BLM helicase inh = Bloom syndrome helicase (human) inhibition; P54132; recombinant BLM DNA unwinding, fluorescence dequenching; Potency, µM (titrated, usually from 56.1 µM), for the others: at the top dose activity change, negative = inhibition, actives largely listed as inhibitors; 350,000 compounds, 0.2% hits; AID 2528;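 further: potency means the concentration at half of the fitted maximal effect; plate controls were vehicle for no effect and no enzyme for full effect; nearly all actives have a fitted effect of over 35% in size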
POLK inh = inhibitors of human DNA polymerase kappa; AID 588579; Potency, µM (titrated, usually from 107 µM), without a hit: top-dose activity, negative = inhibition, hits mostly inhibitors; purified Pol kappa, fluorescent DNA synthesis assay, 10 min; Q9UBT6; 400,000 compounds, 0.53% hits; further: potency means the concentration at half of the fitted maximal effect; on the % scale 0 is the no-effect control and ±100 the full control effect
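Kinetic fluorescence readout at 0 and 10 min followed reaction start with substrate at 50 nM final. Beforehand, enzyme (10 nM Pol kappa) stood 15 min with compound at room temperature; buffer-only wells were negative controls.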
12-LOX inh = ALOX12 (human) lipoxygenase inhibition; purified 12hLO, xylenol orange hydroperoxide absorbance; 580,000 compounds, 1.1% hits; P18054; AID 1671190; Potency, µM (series often up to 108 µM), without a hit: at the top dose activity change, negative = inhibition, hits mostly inhibitors; further: potency means the concentration at half of the fitted maximal effect; on the % scale 0 is the no-effect control and ±100 the full control effect
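Hydroperoxide product was detected by ferrous iron/xylenol orange as the 573 to 405 nm absorbance ratio. Arachidonic acid at 40 uM (final) was turned over for 30 min at room temperature by 150 nM human 12hLO, pH 7.0 Hepes buffer, after 15 min compound preincubation.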
ERG-DNA inh = ERG Ets/DNA interaction inhibition; P11308; fluorescence polarization, His-ERG Ets domain / labelled DNA; Potency, µM (series often up to 76.9 µM), for the others: at the highest dose FP activity, negative = inhibition, actives largely listed as inhibitors; 370,000 compounds, 0.028% hits; active means well fitted inhibition curve with a large enough effect in the polarisation, with a control signal flat; inconclusive means small, poorly fitted or top-dose-only effect, or effect the other way, or a change in a side signal; inactive means no such curve, though single readings can be large or run the other way; the % refers to the polarisation;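 further: polarization taken with two DNA probes labelled with fluorescein and Texas red; potency means the concentration at half of the fitted maximal effect; % of control where 0% means no effect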
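His-tagged ERG Ets domain (1 uM in the protein solution; 300mM KCl, 50mM Tris-HCl, 1mM EDTA, 1mM DTT, pH 7.5) received compound, then a probe mix of 5 nM fluorescein-DNA and 100nM Texas-615-DNA. Fluorescence polarization was read for both dyes.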
Apoferritin bind = candidate novel general anesthetic via apoferritin binding; apoferritin/1-aminoanthracene competitive binding, fluorescence; Potency, µM (titrated, usually from 77.5 µM), without a hit: at the top dose activity change, negative = displacement, hits mostly inhibitors; 350,000 compounds, 0.074% hits; further: potency means the concentration at half of the fitted maximal effect; on the % scale 0 is the no-effect control and ±100 the full control effect; nearly all actives have a fitted effect of over 20% in size
Target sequence (P02791 2-175 limits assumed): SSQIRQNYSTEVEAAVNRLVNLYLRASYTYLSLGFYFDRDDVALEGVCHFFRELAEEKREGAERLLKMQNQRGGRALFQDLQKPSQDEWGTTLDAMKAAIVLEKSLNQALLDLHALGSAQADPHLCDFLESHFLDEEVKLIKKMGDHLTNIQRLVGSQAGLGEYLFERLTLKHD
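Horse-spleen apoferritin (10 uM) in 50% saturated 1-aminoanthracene in PBS was incubated 10 min at room temperature with compound. Fluorescence (ex 380, em 535 nm) was normalized to free and bound 1-AMA, with concentration-response fitted by a four-parameter Hill equation.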
APE1 inh = blocks human APE1 abasic DNA cleavage. 350,000 compounds, 0.35% hits. P27695. Potency, µM (series often up to 65.8 µM), for inactives: at the top dose activity change, negative = inhibition, hits mostly inhibitors. recombinant APE1, TAMRA/BHQ-2 abasic DNA cleavage fluorescence;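 further: potency means the concentration at half of the fitted maximal effect; plate controls were vehicle for no effect and reference inhibitor for full effect; nearly all actives have a fitted effect of over 55% in size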
Target sequence (P27695 whole entry, looked up): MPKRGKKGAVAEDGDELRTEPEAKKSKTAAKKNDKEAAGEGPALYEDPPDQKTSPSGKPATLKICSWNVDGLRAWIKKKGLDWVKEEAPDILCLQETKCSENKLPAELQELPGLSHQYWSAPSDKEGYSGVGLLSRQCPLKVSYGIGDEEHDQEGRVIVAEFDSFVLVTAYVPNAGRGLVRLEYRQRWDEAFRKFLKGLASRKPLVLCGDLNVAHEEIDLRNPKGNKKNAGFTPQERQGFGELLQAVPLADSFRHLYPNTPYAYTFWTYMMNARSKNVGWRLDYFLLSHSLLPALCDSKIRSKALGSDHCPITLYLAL
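Substrate: short duplex with […] THF abasic site, 5'-TAMRA and 3'-BHQ-2, 50 nM final. APE1 at 0.75 nM, preincubated 15 min RT with compound. Fluorescence increase from first to third read measured activity.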
Pol iota inh = inhibitors of human DNA polymerase iota; Q9UNA4; Pol iota fluorescent replication assay, 10 min; Potency, µM (highest dose often 115 µM), for inactives: top-dose activity, negative = inhibition, usual class: inhibitors; 390,000 compounds, 1% hits; further: potency means the concentration at half of the fitted maximal effect
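Pol iota at 10 nM preincubated 15 min with compounds at room temperature; reaction started with fluorescent substrate, 50 nM final. Fluorescence read kinetically at 0 and 10 min; buffer-only wells as negative control.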
TRHR ag = agonists of human TRH receptor; TRHR cells, calcium flux fluo-8, FDSS agonist mode; activation, % at 2 µM; AID 493084; 360,000 compounds, 0.18% hits; in the data active means activation above about 30%; further: 0% is about no effect
Target sequence (P34981 whole entry, looked up): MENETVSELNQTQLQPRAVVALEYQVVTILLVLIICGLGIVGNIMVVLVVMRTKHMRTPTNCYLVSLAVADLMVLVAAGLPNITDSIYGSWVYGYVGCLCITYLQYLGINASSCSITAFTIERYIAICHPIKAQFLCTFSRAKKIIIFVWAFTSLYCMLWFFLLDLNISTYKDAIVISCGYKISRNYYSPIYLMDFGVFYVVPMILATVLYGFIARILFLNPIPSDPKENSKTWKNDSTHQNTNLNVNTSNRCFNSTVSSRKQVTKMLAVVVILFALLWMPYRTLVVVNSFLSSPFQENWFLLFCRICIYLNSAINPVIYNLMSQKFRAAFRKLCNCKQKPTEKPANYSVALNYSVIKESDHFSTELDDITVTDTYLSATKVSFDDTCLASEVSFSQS
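TRHR-expressing cells loaded with fluo-8 calcium dye; 23 nL library compound pin-transferred, kinetic FDSS fluorescence (Ex 480/Em 530) recorded about 180 s for agonist-induced calcium release, before a 10 nM TRH EC20 addition for potentiator mode.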
POLB inh = blocks human DNA polymerase beta activity. Pol beta primer extension/strand displacement, fluorescence kinetic. Potency, µM (titrated, usually from 114 µM), inactives show top-dose activity change, negative = inhibition, actives largely listed as inhibitors. P06746. 340,000 compounds, 1.3% hits; further: potency means the concentration at half of the fitted maximal effect; on the % scale 0 is the no-effect control and ±100 the full control effect
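10 nM enzyme + cpd, 15 min RT; start with substrate 50 nM final; read 0 min and after 10 min RT. Corrected, normalized data; 4-parameter Hill curve fit.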
Starred values were filed as active, the others as inactive; ? = inconclusive; nt = no result given; [ ] = remark or other dose. Unless noted, the call rests on the fitted dose curve; in most records, active means well fitted curve in the direction sought with a large enough effect; inconclusive means small, poorly fitted or top-dose-only effect, or another doubt; inactive means no such curve, though single readings can be large; an effect the other way counts as inactive or inconclusive. An excerpt; the hit share may differ from the screen's.

1	O=C(NCC(c1ccco1)N1CCN(c2ccccc2F)CC1)c1cccs1 (configuration not stated)
2	Cc1c(C(=O)NCCc2ccc(S(N)(=O)=O)cc2)sc2nc3n(c(=O)c12)CCCC3
3	CC(OC(=O)c1ccccc1NCCO)C(=O)Nc1ccnn1C(C)C (configuration not stated)
4	Cc1cc(NC(=O)C2CC(c3c(F)cccc3Cl)=NO2)n(-c2ccccc2)n1 (configuration not stated)
5	CCSC1=NCN(CCCC(=O)O)CN1
6	O=S(=O)(c1ccc2ccccc2c1)N1CCN(Cc2ccccn2)CC1
7	Cc1nn2c3c(cnc2c1-c1ccccc1)C(=O)CCC3
8	COc1ccc(NC(=O)C2CCCC2)cc1S(=O)(=O)N1CCOCC1

assay / compound	1	2	3	4	5	6	7	8
POLK inh	-2%	1%	-3%	-3%	-10%	11%	-5%	-14%
BLM helicase inh	nt	2%	nt	2%	-1%	-3%	0%	nt
ERG-DNA inh	6%	-3%	1%	-13%	-8%	0%	11%	nt
APE1 inh	-17%	nt	3%	1%	3%	1%	4%	20%
12-LOX inh	nt	-7%	0%	-1%	-11%	-13%	-16%	-5%
Apoferritin bind	nt	-3%	nt	-11%	18%	-6%	-8%	nt
Pol iota inh	25%	7%	7%	49%[activator]	11%	74%[activator]	11%	20%
POLB inh	nt	11%	nt	3%	1%	12%	1%	nt
TRHR ag	-0.7	0.2	-0.4	-1.0	-1.8	-0.3	-0.1	0.3

9	CC1CCCC(C)N1CC(O)COCc1ccccc1F (configuration not stated)
10	CCCNC(=S)N1CCC(c2nc3cc(C)c(C)cc3[nH]2)CC1
11	CCN(C1CCS(=O)(=O)C1)S(=O)(=O)c1cc(C)ccc1C (configuration not stated)
12	COc1ccc(/C=C(\NC(=O)c2cccs2)C(=O)N2CCOCC2)cc1OC
13	O=C1C2CCCCN2C(=O)N1CCCCN1CCN(c2cccc(Cl)c2)CC1 (configuration not stated)
14	COc1cccc(NC(=O)CCc2nnc3ccc(N4CCN(c5cccc(OC)c5)CC4)nn23)c1
15	Cc1cc(C)c(NC(=O)CSc2nnc(CNC(=O)c3c(F)cccc3Cl)o2)c(C)c1
16	Cc1cc(-c2ccccc2)n[nH]1

assay / compound	9	10	11	12	13	14	15	16
POLK inh	5%	-10%	-1%	1%	-4%	-6%	-4%	-15%
BLM helicase inh	-1%	-1%	nt	0%	0%	0%	-3%	0%
ERG-DNA inh	-3%	nt	7%	51%[activator]	-2%	5%	0%	7%
APE1 inh	6%	-2%	-1%	5%	2%	6%	12%	-4%
12-LOX inh	-23%	0%	31%[activator]	-14%	4%	nt	-28%	0%
Apoferritin bind	0%	-8%	nt	3%	-1%	-17%	-11%	-9%
Pol iota inh	-18%	-3%	4%	149%[activator]	70%[activator]	?	26%	21%
POLB inh	6%	4%	nt	-1%	-27%	-18%	2%	-2%
TRHR ag	0.8	0.0	0.2	0.4	0.9	0.1	-0.6	-1.5

Three entries already listed, ordered by the number in ERG-DNA inh, lowest first.
nr	mol	POLK inh	BLM helicase inh	ERG-DNA inh	APE1 inh	12-LOX inh	Pol iota inh	TRHR ag
9	CC1CCCC(C)N1CC(O)COCc1ccccc1F (configuration not stated)	5%	-1%	-3%	6%	-23%	-18%	0.8
3	CC(OC(=O)c1ccccc1NCCO)C(=O)Nc1ccnn1C(C)C (configuration not stated)	-3%	nt	1%	3%	0%	7%	-0.4
11	CCN(C1CCS(=O)(=O)C1)S(=O)(=O)c1cc(C)ccc1C (configuration not stated)	-1%	nt	7%	-1%	31%[activator]	4%	0.2

Additional results
17	N=C(N)c1ccc(Cl)cc1
18	CN(C(=O)CN1C(=O)C2C3CC(C(Br)C3Br)C2C1=O)C1CCCCC1 (configuration not stated)
19	CCN(CC(=O)Nc1cc(Cl)cc(Cl)c1)CC(=O)NC1CCS(=O)(=O)C1 (configuration not stated)
20	CC(Sc1ncnc2sc(-c3ccccc3)cc12)C(N)=O (configuration not stated)
21	CC(=O)c1ccc(NC(=O)C2CCN(S(=O)(=O)c3cccs3)CC2)cc1
22	CCOC(=O)c1c(C)nc2c(c1C)c(=O)oc1ccccc12
23	O=C(Cn1nnc(-c2ccccc2)n1)OCc1csc(-c2ccccc2)n1
24	C=C(CCC12O[C@H](C(=O)O)[C@@](O)(C(=O)O)[C@](C(=O)O)(O1)[C@H](OC(=O)/C=C/[C@@H](C)C[C@@H](C)CC)[C@H]2O)[C@@H](OC(C)=O)[C@H](C)Cc1ccccc1

assay / compound	17	18	19	20	21	22	23	24
POLK inh	-8%	-10%	2%	-7%	0%	-14%	-3%	3.5µM*
BLM helicase inh	1%	-2%	nt	-13%	-1%	-7%	-11%	22µM*
ERG-DNA inh	-1%	1%	3%	9%	-1%	-11%	-1%	nt
APE1 inh	-1%	-7%	10%	-40%	2%	3%	-2%	-6%
12-LOX inh	-15%	?	6%	-16%	6%	43%[activator]	26%	nt
Apoferritin bind	-9%	-8%	nt	-1%	-7%	-1%	-21%	-16%
Pol iota inh	2%	17%	-7%	18%	14%	-1%	8%	nt
POLB inh	0%	26%	nt	37%	16%	5%	2%	nt
TRHR ag	0.9	1.2	nt	0.8	-0.8	0.5	1.7	nt

The last two records of the part before come first, to join the parts:
23	O=C(Cn1nnc(-c2ccccc2)n1)OCc1csc(-c2ccccc2)n1
24	C=C(CCC12O[C@H](C(=O)O)[C@@](O)(C(=O)O)[C@](C(=O)O)(O1)[C@H](OC(=O)/C=C/[C@@H](C)C[C@@H](C)CC)[C@H]2O)[C@@H](OC(C)=O)[C@H](C)Cc1ccccc1
25	COc1ccc(NC(=O)CCS(=O)(=O)c2nc(-c3cccs3)cc(C(F)(F)F)n2)cc1OC
26	CN(CC1COc2ccccc2O1)C(=S)Nc1ccccc1 (configuration not stated)
27	Cc1ccc(NC(=O)COn2nnc3ccc(S(=O)(=O)N(C)C)cc32)cc1F
28	CCN1C(=NCCc2cccs2)N[C@@H](CCc2ccccc2)[C@H](C(=O)NCCc2cccs2)[C@H]1C
29	Cn1c(CBr)c(C(=O)c2ccc([N+](=O)[O-])cc2)c(=O)n(C)c1=O
30	COC(=O)c1ccc(/C=C/c2ccc3cccc(OC(C)=O)c3n2)cc1
31	CCOC(=O)Cc1c(Sc2ccccc2)c2ccccc2n1C
32	CCOc1ccc2c(c1)C(N(CCN1CCOCC1)C(=O)Nc1ccc(OC)cc1OC)CC(C)(C)O2 (configuration not stated)

assay / compound	23	24	25	26	27	28	29	30	31	32
POLK inh	-3%	3.5µM*	3%	-14%	-16%	nt	-6%	-10%	-17%	-6%
BLM helicase inh	-11%	22µM*	-1%	nt	-9%	3%	2%	1%	0%	-2%
ERG-DNA inh	-1%	nt	1%	3%	-2%	nt	12%	-11%	-4%	-18%
APE1 inh	-2%	-6%	nt	nt	?	-5%	2%	1%	6%	1%
12-LOX inh	26%	nt	?	0%	5%	nt	?	-27%	10%	2%
Apoferritin bind	-21%	-16%	-20%	nt	?	?	-3%	5%	31%[activator]	-9%
Pol iota inh	8%	nt	11%	5%	-6%	nt	115%[activator]	10%	-3%	9%
POLB inh	2%	nt	2%	nt	0%	31%	2%	5%	-16%	-9%
TRHR ag	1.7	nt	-0.4	nt	-0.4	0.7	0.0	0.0	-1.6	-0.1

33	NS(=O)(=O)c1cc(C(=O)OC2CCOC2=O)ccc1Cl (configuration not stated)
34	CC(CCc1ccccc1)NC(=O)COC(=O)C1=COCCO1 (configuration not stated)
35	O=C(NC1=NCCCCC1)c1cccc2ccccc12
36	CCc1n[nH]c(=S)n1/N=C/c1cc(Br)c(O)c(OC)c1
37	C/C(=N\NC(=O)c1c(Cl)c(C)nn1C)c1cccc(NC(=O)c2cccc(F)c2)c1
38	CCS(=O)(=O)NCCc1cc2cc(C)c(C)cc2[nH]c1=O
39	COCCNC(=O)Nc1ccc2nc(-c3cccs3)c(-c3cccs3)nc2c1
40	Cc1cc2cc(CN(Cc3ccco3)C(=O)NCc3ccccc3)c(=O)[nH]c2cc1C

assay / compound	33	34	35	36	37	38	39	40
POLK inh	-9%	-3%	-17%	-2%	-4%	0%	-8%	-2%
BLM helicase inh	-1%	-3%	-1%	1%	-4%	0%	-8%	-4%
ERG-DNA inh	1%	1%	-4%	-4%	15%	2%	-1%	-5%
APE1 inh	16%	-1%	1%	1%	-4%	-1%	7%	-4%
12-LOX inh	nt	1%	1%	?	278%[activator]	0%	?	0%
Apoferritin bind	3%	-13%	-11%	4%	?	-18%	7%	-19%
Pol iota inh	?	30%[activator]	50%[activator]	16%	3%	-1%	51%[activator]	-1%
POLB inh	22%	30%	5%	6%	?	28%	14%	18%
TRHR ag	0.4	-0.3	0.8	0.0	-0.4	1.0	2.7	0.1

41	COc1ccc(-c2csc(NC(=S)NC(=O)/C=C/c3ccco3)n2)cc1OC
42	CC1=C([N+](=O)[O-])C(c2ccccc2Cl)NC(=O)N1C (configuration not stated)
43	O=c1[nH]c(C2CCN(S(=O)(=O)c3ccc(C(F)(F)F)cc3)CC2)nc2c1nnn2Cc1cccc(F)c1
44	CCCC(O)(c1ccc(OC)cc1)C(CN1CCOCC1)c1ccc(Cl)cc1 (configuration not stated)

assay / compound	41	42	43	44
POLK inh	-9%	1%	-3%	8%
BLM helicase inh	-25%	-2%	-10%	-7%
ERG-DNA inh	-6%	4%	-1%	1%
APE1 inh	?	13%	3%	34%
12-LOX inh	-17%	-5%	7%	?
Apoferritin bind	4%	?	-17%	-18%
Pol iota inh	?	19%	69%[activator]	?
POLB inh	-11%	20%	-1%	-20%
TRHR ag	1.1	0.2	-0.1	0.8

Compound activity as filed in PubChem BioAssay.
